LmPK inhibitor – qHTS Assay for Inhibitors of Leishmania Mexicana Pyruvate Kinase (LmPK); Q27686; AID 1721, 2009; 290,000 tested, 0.37% active; Potency, µM (series often up to 57.5 µM), inactives show at the top dose activity change, negative = inhibition, actives largely listed as inhibitors; purified LmPK, Kinase-Glo ATP luminescence, 1 h; note: potency is the fitted concentration of half-maximal effect
Target sequence (Q27686 whole entry, looked up): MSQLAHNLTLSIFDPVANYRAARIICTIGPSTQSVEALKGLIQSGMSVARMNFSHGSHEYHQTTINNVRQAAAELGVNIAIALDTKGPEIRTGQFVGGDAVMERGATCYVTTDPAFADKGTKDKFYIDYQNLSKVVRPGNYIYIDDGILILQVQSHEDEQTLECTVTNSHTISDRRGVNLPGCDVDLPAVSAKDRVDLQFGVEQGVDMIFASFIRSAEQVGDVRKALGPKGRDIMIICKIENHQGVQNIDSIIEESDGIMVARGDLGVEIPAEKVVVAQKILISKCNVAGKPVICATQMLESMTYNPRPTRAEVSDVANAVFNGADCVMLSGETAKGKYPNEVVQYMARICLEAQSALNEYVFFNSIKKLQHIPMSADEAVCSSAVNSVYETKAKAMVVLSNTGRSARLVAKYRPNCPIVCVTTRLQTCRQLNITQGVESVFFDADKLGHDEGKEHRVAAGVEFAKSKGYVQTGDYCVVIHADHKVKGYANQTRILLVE
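Kinase-Glo luminescence read after 1 h RT reaction of 0.1 nM LmPK with 0.5 mM PEP and 0.1 mM ADP. Activity scaled between uninhibited and enzyme-free controls.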
HCMV inh – qHTS Assay for inhibitors of the human cytomegalovirus (HCMV); HFF cells, HCMV-luciferase reporter, 72 h; stronger effect = lower value; 410,000 tested, 4.5% active; activity change, negative = inhibition, % at 57.5 µM; in the data active = activity change below about -60%; inconclusive = no clear call, values can overlap the other calls; inactive = above about -39%
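Compounds were evaluated in HFFs infected with an HCMV luciferase reporter virus (MOI 1 PFU/cell). Luciferase in lysates collected 72 h post infection served as the replication measure.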
AmpC inh no detg – qHTS Inhibitors of AmpC Beta-Lactamase (assay without detergent) | P00811 | AmpC nitrocefin hydrolysis, absorbance 480 nm, 0.0001% Triton | Potency, µM (titrated, usually from 57.1 µM), without a hit: at the top dose activity change, negative = inhibition, actives largely listed as inhibitors | 330,000 tested, 0.52% active | AID 485341, 2010;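 note: potency is the fitted concentration of half-maximal effect; plate controls were no compound for no effect and no enzyme for full effect; nearly all actives have a fitted effect of over 20% in size; some results filed as inactive show a strong effect at the top dose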
Target sequence (P00811 whole entry, looked up): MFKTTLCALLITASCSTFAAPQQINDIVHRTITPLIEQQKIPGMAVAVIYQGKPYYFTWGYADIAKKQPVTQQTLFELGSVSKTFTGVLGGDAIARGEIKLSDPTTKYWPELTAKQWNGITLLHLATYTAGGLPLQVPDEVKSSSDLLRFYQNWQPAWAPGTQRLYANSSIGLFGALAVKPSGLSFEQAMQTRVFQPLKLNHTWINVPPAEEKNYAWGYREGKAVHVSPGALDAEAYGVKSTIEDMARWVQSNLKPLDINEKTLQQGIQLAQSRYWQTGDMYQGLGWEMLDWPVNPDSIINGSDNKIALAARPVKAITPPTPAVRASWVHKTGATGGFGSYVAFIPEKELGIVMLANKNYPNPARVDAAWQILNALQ
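20 mM phosphate pH 7.0 + 0.01% (detergent screen) or 0.0001% Triton X-100; 5.3 nM AmpC reagent; cpd preinc 15 min RT; nitrocefin (800 uM stock) to start; A480 q20 s × 4 min; Activity was normalised to no-enzyme and no-compound control wells.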
AmpC detergent – qHTS Inhibitors of AmpC Beta-Lactamase (assay with detergent); 370,000 tested, 0.041% active; AmpC hydrolysis of nitrocefin, absorbance 480 nm, 0.01% Triton; Potency, µM (highest dose often 114 µM), for the others: top-dose activity change, negative = inhibition, most hits filed as inhibitors;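 note: potency is the fitted concentration of half-maximal effect; 0% = no-compound wells and -100% = no-enzyme wells; nearly all actives have a fitted effect of over 25% in size; some results filed as inactive show a strong effect at the top dose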
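20 mM phosphate pH 7.0 + 0.01% (detergent screen) or 0.0001% Triton X-100; 5.3 nM AmpC reagent; cpd preinc 15 min RT; nitrocefin (800 uM stock) to start; A480 q20 s × 4 min; Activity was normalised to no-enzyme and no-compound control wells.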
TbPYK inhibitor – qHTS of Trypanosoma Brucei Inhibitors | TbPYK enzyme, Kinase-Glo Plus ATP luminescence, 45 min | 410,000 tested, 0.12% active | Potency, µM (titrated, usually from 76.8 µM), without a hit: at the top dose activity, negative = inhibition, most hits filed as inhibitors | pyruvate kinase (Trypanosoma brucei), Q57TT1; note: potency is the fitted concentration of half-maximal effect; nearly all actives have a fitted effect of over 50% in size
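Quantitative HTS: titrated library compounds versus trypanosomal pyruvate kinase in TEA buffer (pH 7.2) containing KCl, MgCl2, BSA and Tween-20. Reactions were initiated with ADP, 130 uM final. Kinase-Glo Plus luminescence was read after 45 min at RT.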
AMA1-RON2 inh – qHTS for Inhibitors of AMA1-RON; Towards Development of Antimalarial Drug Lead: Primary Screen; AID 720542, 2013; Potency, µM (titrated, usually from 58.2 µM), for inactives: top-dose activity change, negative = inhibition, usual class: inhibitors; AlphaScreen AMA1-biotinylated RON2 peptide binding; 360,000 tested, 0.2% active; Plasmodium falciparum AMA1 (3D7) - RON2 peptide interaction;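 note: potency is the fitted concentration of half-maximal effect; 0% = vehicle wells and -100% = peptide control; nearly all actives have a fitted effect of over 45% in size; some results filed as inactive show a strong effect at the top dose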
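AMA1 (3D7) with his tag at 25 nM final met compounds first, then biotinylated RON2 peptide at 25 nM; detection used donor plus acceptor beads, 10 µg/mL apiece, read by AlphaScreen after 30 min at room temperature.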
HCV inhibitor – qHTS Assay for Inhibitors of Hepatitis C Virus (HCV); 340,000 tested, 3.4% active; Potency, µM (doses to about 41.8 µM), without a hit: at the top dose activity change, negative = inhibition, usual class: inhibitors; Huh7.5.1 HCVcc-Cre infection, luciferase reporter, 44 h; AID 651820, 2012; note: potency is the fitted concentration of half-maximal effect
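Antiviral activity was scored by luciferase reporter output from cells infected with HCVcc-Cre (~0.5 moi) in presence of compound, 44 h infection period, cells seeded 1,000/well 4 h prior.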
Active calls of the source: *; ? = inconclusive; · = no result given; [ ] = another dose, or the depositor's remark. Unless noted, calls come from the whole dose curve; as a rule, active = well fitted curve in the direction sought with a large enough effect; inconclusive = small, poorly fitted or top-dose-only effect, or another doubt; inactive = no such curve, though single readings can be large; an effect the other way counts as inactive or inconclusive. Unless noted, % is set by controls: 0 for no effect and ±100 for the full control effect.

no. | Molecule | LmPK inhibitor | HCMV inh | AmpC inh no detg | AmpC detergent | TbPYK inhibitor | AMA1-RON2 inh | HCV inhibitor
1 | CC1CCCN(C(=O)C2CC(=O)N(c3ccc(Cl)cc3)C2)C1 (stereo not drawn) | 2% | 5 | 2% | 2% | 2% | 3% | 3%
2 | COc1ccc(CN(C2CCCCC2C)S(=O)(=O)c2ccc(S(=O)(=O)N(C)C)cc2)cc1OC (stereo not drawn) | 6% | -79* | 125%[activator] | 3% | -14% | -13% | 13%
3 | O=C(NCc1ccccc1)C(c1ccco1)N(C(=O)c1csnn1)C1CC1 (stereo not drawn) | 1% | -16 | -6% | -4% | 5% | -1% | 10%
4 | C=CCNC(=O)c1ccc(Cn2c(=S)[nH]c3cc4c(cc3c2=O)OCO4)cc1 | 2% | -26 | -29% | ? | -24% | -39% | ?
5 | COc1ccc(C2CC(=O)Nc3c2c(=O)[nH]c2nc4ccccc4n32)cc1 (stereo not drawn) | · | 14 | · | -1% | -2% | · | ·
6 | Cc1ccc(C(=O)NNC(=O)C(NC(=O)c2cccc(C)c2)C(C)C)cc1 (stereo not drawn) | · | -8 | -17% | 8% | 3% | 67%[activator] | 9%
7 | Cc1ccc(C)c(NC(=O)C(OC(=O)c2cnc(C)cn2)c2ccccc2)c1 (stereo not drawn) | · | -12 | -8% | -9% | 3% | 6% | 13%
8 | COc1ccc(C(=O)Nc2c3c(nn2-c2cccc(Cl)c2)CS(=O)C3)cc1 (stereo not drawn) | -3% | -8 | 4% | 0% | -5% | -11% | 12%

In the list so far, two have four or more nitrogen atoms:
no. | Molecule | LmPK inhibitor | HCMV inh | AmpC inh no detg | AmpC detergent | TbPYK inhibitor | AMA1-RON2 inh | HCV inhibitor
3 | O=C(NCc1ccccc1)C(c1ccco1)N(C(=O)c1csnn1)C1CC1 (stereo not drawn) | 1% | -16 | -6% | -4% | 5% | -1% | 10%
5 | COc1ccc(C2CC(=O)Nc3c2c(=O)[nH]c2nc4ccccc4n32)cc1 (stereo not drawn) | · | 14 | · | -1% | -2% | · | ·

Following part.
no. | Molecule | LmPK inhibitor | HCMV inh | AmpC inh no detg | AmpC detergent | TbPYK inhibitor | AMA1-RON2 inh | HCV inhibitor
9 | COc1ccc(CCNC(=O)c2cc(-c3ccco3)on2)cc1OC | 11% | -26 | -12% | -5% | 5% | -2% | ?
10 | Cc1ccc(C(=O)NCC(=O)NCc2ccc(Cl)cc2)s1 | · | 15 | -13% | · | 2% | -1% | -10%
11 | CC1(C)C[C@H]2C3=CCC4[C@@]5(C)CC[C@H](O)[C@@](C)(CO)C5CC[C@@]4(C)[C@]3(C)C[C@@H](O)[C@@]2(CO)[C@@H](O)[C@@H]1O (stereo partly drawn) | · | -73* | -15% | · | -3% | -3% | 4%
12 | O=C(Nc1nc2c(F)cccc2s1)C1CC1 | -7% | 48 | -23% | -13% | -1% | 0% | ?
13 | Cc1cc(SCC(=O)NCc2ccc(Cl)cc2)nc(=O)[nH]1 | · | 20 | · | 3% | 5% | · | ·
14 | Cc1ccc(C2/C(=C(\O)c3cnn(-c4ccccc4)c3C)C(=O)C(=O)N2CCN(C)C)o1 (stereo not drawn) | 0% | -15 | -12% | 5% | -7% | 16% | 5%
15 | COC(=O)c1ccc(C2/C(=C(\O)c3ccc4c(c3)OCCO4)C(=O)C(=O)N2CCCN2CCOCC2)cc1 (stereo not drawn) | 7% | 9 | -24% | 0% | -5% | 0% | 13%
16 | COc1cc(/C=C/C(=O)OCC(=O)Nc2ccc3c(c2)OCCO3)ccc1OCC#N | 1% | 85 | -26% | -11% | 3% | -2% | 9%

Complete entries from above. Screens in order: LmPK inhibitor	HCMV inh	AmpC inh no detg	AmpC detergent	TbPYK inhibitor	AMA1-RON2 inh	HCV inhibitor
Cc1ccc(C(=O)NCC(=O)NCc2ccc(Cl)cc2)s1 is listed with ·	15	-13%	·	2%	-1%	-10%
CC1(C)C[C@H]2C3=CCC4[C@@]5(C)CC[C@H](O)[C@@](C)(CO)C5CC[C@@]4(C)[C@]3(C)C[C@@H](O)[C@@]2(CO)[C@@H](O)[C@@H]1O (stereo partly drawn) is listed with ·	-73*	-15%	·	-3%	-3%	4%
O=C(Nc1nc2c(F)cccc2s1)C1CC1 is listed with -7%	48	-23%	-13%	-1%	0%	?
COc1cc(/C=C/C(=O)OCC(=O)Nc2ccc3c(c2)OCCO3)ccc1OCC#N is listed with 1%	85	-26%	-11%	3%	-2%	9%

The list goes on:
no. | Molecule | LmPK inhibitor | HCMV inh | AmpC inh no detg | AmpC detergent | TbPYK inhibitor | AMA1-RON2 inh | HCV inhibitor
17 | COc1cc(-c2cc(-c3ccc(F)cc3)nc(N)c2C#N)ccc1O | 6% | 8 | -1% | 3% | 2% | 6% | ?
18 | COC(=O)c1c(-c2ccsc2)oc2ccc(-c3cc(OC)c(OC)c(OC)c3)cc12 | · | 8 | · | · | 2% | 14% | 13µM*
19 | CCOC(=O)N1CCC(N2CCCC(CO)(Cc3cccc(OC)c3)C2)CC1 (stereo not drawn) | -7% | 14 | 29% | 0% | 1% | -9% | -2%
20 | COc1ccc(CCN(C)CCC(=O)Nc2c(C)cc(C)cc2C)cc1OC | -3% | 10 | 27% | -13% | 3% | 3% | -7%
21 | C=C(NS(=O)(=O)c1ccc(C)cc1)C(=O)OC | · | 8 | -4% | · | 0% | -9% | 15%
22 | COc1cc(CN(C(=O)c2ccc(C)cc2)C2CCS(=O)(=O)C2)cc(OC)c1OC (stereo not drawn) | · | -7 | · | 14% | 1% | · | ·
23 | COc1cc(C(=O)Nc2ccc3ccccc3c2)cc(OC)c1OC | 1% | 47 | 52% | -15% | -4% | -8% | ?
24 | O=C(CC(O)(c1ccccc1)C(F)(F)C(F)F)c1cccs1 (stereo not drawn) | 5% | -27 | · | -11% | 2% | 1% | 19%

The list goes on:
no. | Molecule | LmPK inhibitor | HCMV inh | AmpC inh no detg | AmpC detergent | TbPYK inhibitor | AMA1-RON2 inh | HCV inhibitor
25 | CCOc1ccc(S(=O)(=O)n2ccnc2C)cc1 | -12% | · | -1% | -3% | · | · | ·
26 | Cc1noc(C)c1S(=O)(=O)N(CC(=O)Nc1ccc(F)cc1F)c1ccc(C(C)C)cc1 | · | 17 | · | 3% | -6% | · | ·
27 | Cc1ccc(C(=O)NC(C(=O)Nc2ccccc2)c2ccccc2)cc1 (stereo not drawn) | 2% | -30 | -26% | 5% | -4% | 8% | 1%
28 | CCCn1nnnc1SCC(=O)NNC(=O)C1CCCCC1 | -3% | · | -18% | -2% | · | · | ·
29 | CCn1c(SCC(=O)Nc2cccc(F)c2)nc2c(c1=O)SC(C)C2 (stereo not drawn) | 2% | 0 | -34% | ? | -4% | -6% | ?
30 | CC(C)C1C(=O)N(Cc2cn(Cc3ccco3)nn2)CCS(=O)(=O)N1Cc1ccc(-c2cccc(N(C)C)c2)cc1 (stereo not drawn) | · | -5 | · | · | 4% | ? | ·
31 | COc1cccc(N2CCN(C(=O)CCC(=O)c3ccc(Cl)s3)CC2)c1 | · | 0 | 6% | -12% | -2% | -10% | -1%
32 | CCS(=O)(=O)N1CCC(C(=O)NCc2cccc(OC)c2)CC1 | -6% | 48 | -8% | -3% | -1% | 4% | 11%

(continued)
no. | Molecule | LmPK inhibitor | HCMV inh | AmpC inh no detg | AmpC detergent | TbPYK inhibitor | AMA1-RON2 inh | HCV inhibitor
33 | CCOC(=O)N1CCN(C(=O)C(NC(=O)c2ccc(CC)cc2)C(C)C)CC1 (stereo not drawn) | -3% | -38 | 56% | -8% | 2% | -7% | 0%
34 | Cc1cccnc1NC(=O)CCNC(=O)c1ccccc1Cl | -3% | 22 | 3% | 2% | -2% | 48%[activator] | 9%
35 | Cc1ccc(SCC(=O)Nc2ccc(N3CCOCC3)cc2)c(C)c1 | 12% | -8 | -6% | -6% | -11% | -5% | -14%
36 | Cn1cc([N+](=O)[O-])c(C(=O)N(Cc2ccccc2)Cc2ccccc2)n1 | 1% | 33 | 15% | -9% | 7% | 19% | 14%
37 | O=C(O)COc1ccc(/C=C/c2ccc3cccc([N+](=O)[O-])c3n2)cc1 | -1% | -30 | -25% | -5% | -6% | 1% | 36%[activator]
38 | CCOC(=O)c1c(C)[nH]c(C(=O)COC(=O)CSC)c1C | 2% | 20 | 0% | 3% | -4% | -1% | -12%
39 | COc1ccc(OC)c(NC(=O)C23CCC(C)(C(=O)C2)C3(C)C)c1 (stereo not drawn) | 4% | -34 | -4% | ? | -5% | 5% | -10%
40 | COc1cccc(C2N(Cc3ccccc3)C(=O)C2(F)F)c1OC (stereo not drawn) | 1% | -21 | -20% | 8% | -5% | 4% | -2%

Additional records
no. | Molecule | LmPK inhibitor | HCMV inh | AmpC inh no detg | AmpC detergent | TbPYK inhibitor | AMA1-RON2 inh | HCV inhibitor
41 | COc1ccc(-n2c(-c3ccc(C)cc3)nc3ccccc3c2=O)cc1 | 4% | ? | 49% | 4% | -1% | -10% | -21%
42 | COc1ccccc1C1=NOC(C)(c2sc(-c3ccc(Cl)cc3)nc2C)C1 (stereo not drawn) | -1% | -32 | 7% | 3% | -3% | -4% | 2%[8.37 µM]
43 | CCn1cc(/C=C(\NC(=O)c2ccc(C)cc2)C(=O)NCCN2CCOCC2)c2ccccc21 | -10% | -3 | 287%[activator] | ? | 1% | 0% | -27%
44 | COc1ccc(/C(O)=C2\C(=O)C(=O)N(CCN(C)C)C2c2cccc(OC)c2OC)cc1 (stereo not drawn) | 1% | 17 | -34% | ? | 6% | 17% | 0%
45 | O=C(NCc1cccc(Cl)c1)C1CCN(C(=O)c2sccc2-n2cccc2)CC1 | · | -28 | · | 13% | 2% | · | ·
46 | CCOC(=O)CSc1nc(N)nc(C)c1Cl | ? | 7 | -4% | -1% | -3% | 0% | 29%
47 | CSc1ccccc1NC(=O)Cn1c([N+](=O)[O-])cnc1C | -7% | 4 | -12% | -10% | 2% | -3% | 3%
48 | CC(C)C[C@H](NC(=O)[C@@H]1O[C@H]1C(=O)O)C(=O)NCCCCN=C(N)N | 9% | 32 | -11% | -7% | 5% | 4% | -10%[8.37 µM]
49 | COc1cc(Cl)c(C)cc1NC(=O)CSc1ccccc1 | 2% | -6 | -29% | ? | 1% | -19% | ?
50 | O=C(c1ccc(Br)cc1)N(Cc1ccco1)c1ccccn1 | · | 2 | · | 0% | -6% | · | ·
51 | CC(=O)Nc1cc(-c2cccc(C(=O)NCCN(C)C)c2)cn2c(-c3ccc(F)c(Cl)c3)cnc12 | · | -19 | · | · | -8% | -25% | ·
